High-throughput results: PubChem, Southern Research Specialized Biocontainment Screening Center
NS5 inhibitors – Dengue-2 NS5 methyltransferase inhibitors, primary screen, biochemical, confirmation dose response (AID 588689). inhibition, % at 25 µM, or IC50 in µM where a hit was titrated. Dengue-2 NS5 methyltransferase capping enzyme assay, biochemical; higher % means a stronger effect. 0.3% of 340,000 active; in the data active means a potency from the dose series
NS5 inhibitors pilot replicate – also measured in NS5 inhibitors; calls as there; inhibition, %; measured here: pilot screen replicate inhibition
Starred values were filed as active, the others as inactive. A portion of the library. The share of hits here may be higher or lower than overall.

Screening CN(C)S(=O)(=O)n1cc(/C=C(\NC(=O)c2ccccc2F)C(=O)NCCN2CCOCC2)c2ccccc21 returned NS5 inhibitors 3%.
S=C(c1ccco1)N1CCOCC1 was read as NS5 inhibitors 5%.
Screening CCOC(=O)C(=O)Cc1nc(OCc2ccccc2)cc(OCc2ccccc2)n1 returned NS5 inhibitors -1%.
CC(CNCCCn1cnc2c(OCc3ccccc3)ncnc21)c1ccccc1 (stereo unspecified) was read as NS5 inhibitors -6%.
Screening CCOC(=O)[C@H]1[C@H]2COc3ccc(Br)cc3[C@@H]2N2C(=O)CN(Cc3ccc(Cl)cc3)C(=O)[C@@]12C returned NS5 inhibitors -1%.
Brc1ccc(-c2nnc3sc(CN4CCc5ccccc5C4)cn23)cc1 was read as NS5 inhibitors -4%.
CCOc1ccc(CCNC(=O)c2ccc(OCc3c(C)noc3C)cc2)cc1OCC was read as NS5 inhibitors 1%.
Screening Cc1ccc(NC(=O)COC(=O)Cn2ccc(=O)[nH]c2=O)cc1C returned NS5 inhibitors -14%.
Cc1c(C(C)C[C@H](C)O)oc(=O)c2c1Oc1c(C)c(C(C)C[C@H](C)O)oc(=O)c1C2 (stereo partly specified) was read as NS5 inhibitors -7%.
`CC(C)N1C(=O)C(=O)N(CC(=O)N2c3ccccc3CC2C)C1=O` (stereo unspecified) gave NS5 inhibitors 1%.
Screening COCCN(C(=O)c1ccc(N(C)S(=O)(=O)c2ccc(C)cc2)cc1)c1c(N)n(CC(C)C)c(=O)[nH]c1=O returned NS5 inhibitors 1%.
Screening CCCCN(C(=O)C1CSC2(C)CCC(=O)N12)c1c(N)n(CC(C)C)c(=O)[nH]c1=O (stereo unspecified) returned NS5 inhibitors -12%.
Screening CSc1ncnc2c1ncn2CCCNCC1CCCCC1 returned NS5 inhibitors -3%.
For O=C1Cc2cc(S(=O)(=O)Nc3cccc(F)c3)ccc2N1 the results were NS5 inhibitors -1%.
Screening COc1ccc(CN(C)C(=O)c2cccc(S(=O)(=O)NCc3ccccc3)c2)cc1F returned NS5 inhibitors 7%.
For COc1cccc(CN(C)C(=O)c2cccc(S(=O)(=O)N3CCN(c4ccc(F)cc4)CC3)c2)c1OC the results were NS5 inhibitors -4%.
Screening O=C(NCCOc1ccccc1)c1cccc2c1C(=O)c1ccc(Cl)cc1S2(=O)=O returned NS5 inhibitors 3%.
CC(=O)c1c(C)[nH]c(C(=O)NNC(=O)COc2cc(C)cc(C)c2)c1C was read as NS5 inhibitors -1%.
`CCOC(=O)C1=CN(Cc2cccc(F)c2)S(=O)(=O)NC1c1ccccc1` (stereo unspecified) gave NS5 inhibitors -5% and NS5 inhibitors pilot replicate -1.5.
`Cc1ccc(CNC(=O)COC(=O)C2CCC2)cc1` gave NS5 inhibitors -3%.
Screening C[C@H]1CN([C@@H](C)CO)C(=O)c2cc(-c3cccc(C#N)c3)cnc2O[C@H]1CN(C)C(=O)c1ccccn1 returned NS5 inhibitors -4%.
For NS(=O)(=O)c1ccc(CCNC(=O)c2cc(-c3ccco3)nc3ccccc23)cc1 the results were NS5 inhibitors 9%.
Screening C1CCN(CC2CCCCN2)CC1 (stereo unspecified) returned NS5 inhibitors 2%.
For CCOC(=O)c1cnc[nH]c1=O the results were NS5 inhibitors -6%.
Screening C[C@H](CO)N1C[C@H](C)[C@@H](CN(C)C(=O)NC2CCCCC2)Oc2ccc(NC(=O)C3CCCCC3)cc2C1=O returned NS5 inhibitors -2%.
For CCN(CC1COc2ccccc2O1)C(=O)CN1C(=O)NC(C)(c2ccc(C)cc2)C1=O (stereo unspecified) the results were NS5 inhibitors 1%.
Screening COc1ccc(-c2cc(=O)c3c(O)cc(O)cc3o2)cc1 returned NS5 inhibitors -9%.
For Cc1cn([C@H]2C[C@H](O)[C@@H](CCC(=O)NCc3ccc(N(C)C)cc3)O2)c(=O)[nH]c1=O the results were NS5 inhibitors 3%.
Screening C=CC[C@H](CC(=O)N(CCO)Cc1ccccc1)C(=O)N[C@H](COC(=O)[C@@H](CC=C)CC(=O)OC(C)(C)C)c1ccccc1 returned NS5 inhibitors -3%.
`Cc1c(N(C)C)c(=O)n(-c2ccccc2)n1C` gave NS5 inhibitors -6%.

Sorted by SMILES length (descending): part of the list above
Screening C=CC[C@H](CC(=O)N(CCO)Cc1ccccc1)C(=O)N[C@H](COC(=O)[C@@H](CC=C)CC(=O)OC(C)(C)C)c1ccccc1 returned NS5 inhibitors -3%.
For COc1cccc(CN(C)C(=O)c2cccc(S(=O)(=O)N3CCN(c4ccc(F)cc4)CC3)c2)c1OC the results were NS5 inhibitors -4%.
Screening O=C(NCCOc1ccccc1)c1cccc2c1C(=O)c1ccc(Cl)cc1S2(=O)=O returned NS5 inhibitors 3%.

Further records follow.
CCN1C[C@@H]2[C@@H]3C(=O)N(C)C(=O)[C@@H]3[C@](CC)(C1=O)N2C(=O)c1ccc(C(C)(C)C)cc1 was read as NS5 inhibitors -6%.
Screening COc1ccc(CCNC(=O)C(=O)c2cn(CC(=O)N3CCCC3)c3ccccc23)cc1OC returned NS5 inhibitors 2%.
For CCn1nc(C(=O)NNC(=O)c2ccccc2OCc2c(C)noc2C)c2ccccc2c1=O the results were NS5 inhibitors -5%.
`COc1ccc(C(CNC(=O)c2ccc(C)o2)N2CCOCC2)cc1` (stereo unspecified) gave NS5 inhibitors -5%.
Screening N#CCc1ccccc1C(=O)OCC(=O)N(Cc1ccccc1)Cc1ccccc1 returned NS5 inhibitors 3%.
COc1ccc(/C=N/OCC(=O)OCC(=O)N(C)c2ccccc2)cc1 was read as NS5 inhibitors -4%.
For COc1ccc(CN(C)C[C@H]2OCCCC[C@H](C)Oc3ccc(NC(=O)CCC(F)(F)F)cc3C(=O)N([C@@H](C)CO)C[C@@H]2C)cc1 the results were NS5 inhibitors -3%.
O=C(c1ccc[nH]1)N1O[C@@H]2C=C[C@H]1C2 was read as NS5 inhibitors -4% and NS5 inhibitors pilot replicate 1.8.
Cc1cc(OCC(=O)Nc2ncn[nH]2)ccc1Cl was read as NS5 inhibitors -1%.
For COc1ccc(CC(Cc2ccc(OC)c(OC)c2)NC=O)cc1OC the results were NS5 inhibitors -8%.
`Cc1ccc(S(=O)(=O)Nc2cccc(C(=O)NCCCn3ccnc3)c2)cc1F` gave NS5 inhibitors 3%.
`CCN(c1ccccc1)S(=O)(=O)c1cccc(C(=O)N(C)CC(=O)Nc2ccc(F)c(F)c2F)c1` gave NS5 inhibitors -6%.
COc1ccc(C(=O)Nc2cccc(S(=O)(=O)N3CCCC3)c2)cc1S(=O)(=O)N1CCOCC1 was read as NS5 inhibitors 4%.
Screening CC(=O)N1c2ccccc2S(=O)(=O)c2c1ccc1ccccc21 returned NS5 inhibitors 7%.
For O=C(CCNS(=O)(=O)c1ccccc1C(F)(F)F)NCCCN1CCOCC1 the results were NS5 inhibitors 2%.
For CC(C)C[C@H]1CN=C(N(C)C)N1CC(C)C the results were NS5 inhibitors -7%.
Screening Cc1cccc(C)c1NC(=O)CN(C)C(=O)CN1C(=O)NC2(CCCC2)C1=O returned NS5 inhibitors 5%.
OC(c1cc(-c2cccc(Cl)c2)nc2ccccc12)C1CCCCN1 (stereo unspecified) was read as NS5 inhibitors -5%.
`C[C@H](CO)N1C[C@H](C)[C@H](CN(C)S(=O)(=O)c2ccc3c(c2)OCCCO3)OCc2cnnn2CCCC1=O` gave NS5 inhibitors 3%.
CCOc1ccccc1Nc1nnc(SCC(=O)NC2CC2)s1 was read as NS5 inhibitors -6%.
`N#Cc1ccc(-n2nnc3ccccc3c2=O)c([N+](=O)[O-])c1` gave NS5 inhibitors -12%.
CCC(C)N(C(=O)CSc1nc(C)nc2ccccc12)C1CCS(=O)(=O)C1 (stereo unspecified) was read as NS5 inhibitors -10%.
For COc1ccc(C2CC(c3ccccc3)=NN2C(=O)COC(=O)c2cccc(O)c2)cc1 (stereo unspecified) the results were NS5 inhibitors 10%.
`O=C(NCCC1CCCCN1S(=O)(=O)c1ccc(F)cc1)C(=O)Nc1ccccc1F` (stereo unspecified) gave NS5 inhibitors -8%.
Cc1ccccc1OCC(=O)NCCS(=O)(=O)N1CCN(c2ccc(F)cc2)CC1 was read as NS5 inhibitors 0%.
`Cc1ccc(F)c(Cn2cnc3c(cnn3C(C)(C)C)c2=O)c1Cl` gave NS5 inhibitors -8%.
COc1ccc(S(=O)(=O)N2CCN(C(=O)C3CCC3)CC2)cc1 was read as NS5 inhibitors 1%.
Cc1ccc(S(=O)(=O)N2CCOCC2)cc1NC(=O)COC(=O)c1ccc(Cl)nc1 was read as NS5 inhibitors 2%.
For CN1OC[C@@H]2CN(C(=O)C(C)(C)C)[C@H](c3cccc(Oc4ccccc4)c3)C[C@@H]21 the results were NS5 inhibitors -3%.
Screening CSCCC(NC(=O)COc1ccccc1)C(=O)N1CCN(c2ccccc2Cl)CC1 (stereo unspecified) returned NS5 inhibitors 3%.
CC(=O)N1CCc2nc3ccccc3cc21 was read as NS5 inhibitors -5%.
Screening O=C1OCCN1C(=O)[C@H]1[C@H](c2ccc(F)cc2)C(c2cccc(Cl)c2)=NN1c1ccc(Br)cc1 returned NS5 inhibitors 2% and NS5 inhibitors pilot replicate -2.7.
`c1cc(CNCCN2CCNCC2)ccn1` gave NS5 inhibitors -14%.
For CCn1c(=NC(=O)CS(=O)(=O)c2ccc(F)cc2)sc2cccc(OC)c21 the results were NS5 inhibitors 1%.
`CCOc1ccccc1OCC(=O)OCC(=O)c1c(C)[nH]c2ccccc12` gave NS5 inhibitors 0%.
Screening Cc1ccc(S(=O)(=O)N2CCN(C(=O)CN3CCCSc4ccccc43)CC2)cc1 returned NS5 inhibitors -3%.
Screening CCCCC1(COC(=O)CCC(=O)O)C(=O)N(c2ccccc2)N(c2ccccc2)C1=O returned NS5 inhibitors -5%.
For O=C(COC(=O)c1ccco1)Nc1ccc(Cl)cn1 the results were NS5 inhibitors -1%.
C[C@]12c3[nH]c4cc(-c5ccco5)ccc4c3CCN1C(=O)[C@@H](CC(=O)NCCc1ccccn1)C[C@@H]2C(=O)N1CCOCC1 was read as NS5 inhibitors -1% and NS5 inhibitors pilot replicate -3.7.
Screening CCN1CCN(c2ccc(S(=O)(=O)N3CCCCC3)cc2NC(=O)c2cccc(C(F)(F)F)c2)CC1 returned NS5 inhibitors -9%.
Screening CCOC(=O)[C@@H]1[C@H]2COc3ccccc3[C@H]2N2C(=O)N(c3cccc(C)c3)C(=O)[C@]12C returned NS5 inhibitors 1%.
For O=C(NNC(=O)C12CC3CC(CC(Br)(C3)C1)C2)c1ccccc1F the results were NS5 inhibitors 3%.
For N#Cc1ccc(C(=O)OCC(=O)N2CCN(C(=O)c3ccco3)CC2)cc1 the results were NS5 inhibitors 10%.
Screening COc1ccc(S(=O)(=O)Nc2c(O)ccc3ccccc23)cc1OC returned NS5 inhibitors 45%.
`O=C(Cc1cccc(NC(=O)C2CCCN(C(=O)C3CCC3)C2)c1)Nc1cccc(C(=O)N2CCOCC2)c1` (stereo unspecified) gave NS5 inhibitors 0% and NS5 inhibitors pilot replicate -7.0.
Cc1ccc(-c2nc3ccc(Cl)cn3c2Cc2ccccc2)cc1 was read as NS5 inhibitors 4%.
`Cc1cccc(C(=O)NCC(=O)NCCCSc2ccccc2)c1` gave NS5 inhibitors 1%.
CSc1ccccc1NC(=O)CN(C)C(=O)Cn1c(=O)oc2ccccc21 was read as NS5 inhibitors 1%.
`Cc1cc(C(=O)CCC(=O)N(C)CC2COc3ccccc3O2)c(C)s1` (stereo unspecified) gave NS5 inhibitors -3%.
COCCn1c(SCC(=O)Nc2ccc(OC)c(S(N)(=O)=O)c2)nc2ccccc2c1=O was read as NS5 inhibitors -4%.
O=C1CC/C=C\C[C@@H](CC(=O)N(CCO)Cc2ccccc2)C(=O)NCCO1 was read as NS5 inhibitors -1%.
Screening CCN1CCN(S(=O)(=O)c2ccc(Cl)c(C(=O)Nc3ccccc3N3CCCC3)c2)CC1 returned NS5 inhibitors 0%.
`CC(OC(=O)Cn1cnc2c1c(=O)n(C)c(=O)n2C)C(=O)N(C)c1ccccc1` (stereo unspecified) gave NS5 inhibitors 1%.
`CC(CNC(=O)COC(=O)c1cccs1)c1ccccc1` (stereo unspecified) gave NS5 inhibitors -1%.
`Cc1ccc(S(=O)(=O)N(CC(=O)NCc2ccccc2)C(=O)N2CCN(C)CC2)cc1` gave NS5 inhibitors 2%.

In the list so far, 11 contain a Cl atom.
Screening CCOC(=O)[C@H]1[C@H]2COc3ccc(Br)cc3[C@@H]2N2C(=O)CN(Cc3ccc(Cl)cc3)C(=O)[C@@]12C returned NS5 inhibitors -1%.
Screening O=C(NCCOc1ccccc1)c1cccc2c1C(=O)c1ccc(Cl)cc1S2(=O)=O returned NS5 inhibitors 3%.
Cc1cc(OCC(=O)Nc2ncn[nH]2)ccc1Cl was read as NS5 inhibitors -1%.
OC(c1cc(-c2cccc(Cl)c2)nc2ccccc12)C1CCCCN1 (stereo unspecified) was read as NS5 inhibitors -5%.
`Cc1ccc(F)c(Cn2cnc3c(cnn3C(C)(C)C)c2=O)c1Cl` gave NS5 inhibitors -8%.
Cc1ccc(S(=O)(=O)N2CCOCC2)cc1NC(=O)COC(=O)c1ccc(Cl)nc1 was read as NS5 inhibitors 2%.
Screening CSCCC(NC(=O)COc1ccccc1)C(=O)N1CCN(c2ccccc2Cl)CC1 (stereo unspecified) returned NS5 inhibitors 3%.
Screening O=C1OCCN1C(=O)[C@H]1[C@H](c2ccc(F)cc2)C(c2cccc(Cl)c2)=NN1c1ccc(Br)cc1 returned NS5 inhibitors 2% and NS5 inhibitors pilot replicate -2.7.
For O=C(COC(=O)c1ccco1)Nc1ccc(Cl)cn1 the results were NS5 inhibitors -1%.
Cc1ccc(-c2nc3ccc(Cl)cn3c2Cc2ccccc2)cc1 was read as NS5 inhibitors 4%.
Screening CCN1CCN(S(=O)(=O)c2ccc(Cl)c(C(=O)Nc3ccccc3N3CCCC3)c2)CC1 returned NS5 inhibitors 0%.
